# Pf apPOL block: Pf-apPOL DNA polymerase inhibition; Recombinant Pf-apPOL, molecular beacon fluorescence, 1.5 h; inhibition, % at 10 µM; AID 1794808; 210,000 compounds, 0.25% hits
# mHTT CaM bind: inhibitors of human mutant huntingtin-calmodulin interaction; inhibition, % at 15 µM; AID 1671202; AlphaScreen His-mHTT/GST-CaM binding, luminescence; P42858; 190,000 compounds, 3.6% hits;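 note: 0% = both proteins with DMSO and 100% = one protein alone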
# Target sequence (P42858 whole entry, looked up, stated change not applied): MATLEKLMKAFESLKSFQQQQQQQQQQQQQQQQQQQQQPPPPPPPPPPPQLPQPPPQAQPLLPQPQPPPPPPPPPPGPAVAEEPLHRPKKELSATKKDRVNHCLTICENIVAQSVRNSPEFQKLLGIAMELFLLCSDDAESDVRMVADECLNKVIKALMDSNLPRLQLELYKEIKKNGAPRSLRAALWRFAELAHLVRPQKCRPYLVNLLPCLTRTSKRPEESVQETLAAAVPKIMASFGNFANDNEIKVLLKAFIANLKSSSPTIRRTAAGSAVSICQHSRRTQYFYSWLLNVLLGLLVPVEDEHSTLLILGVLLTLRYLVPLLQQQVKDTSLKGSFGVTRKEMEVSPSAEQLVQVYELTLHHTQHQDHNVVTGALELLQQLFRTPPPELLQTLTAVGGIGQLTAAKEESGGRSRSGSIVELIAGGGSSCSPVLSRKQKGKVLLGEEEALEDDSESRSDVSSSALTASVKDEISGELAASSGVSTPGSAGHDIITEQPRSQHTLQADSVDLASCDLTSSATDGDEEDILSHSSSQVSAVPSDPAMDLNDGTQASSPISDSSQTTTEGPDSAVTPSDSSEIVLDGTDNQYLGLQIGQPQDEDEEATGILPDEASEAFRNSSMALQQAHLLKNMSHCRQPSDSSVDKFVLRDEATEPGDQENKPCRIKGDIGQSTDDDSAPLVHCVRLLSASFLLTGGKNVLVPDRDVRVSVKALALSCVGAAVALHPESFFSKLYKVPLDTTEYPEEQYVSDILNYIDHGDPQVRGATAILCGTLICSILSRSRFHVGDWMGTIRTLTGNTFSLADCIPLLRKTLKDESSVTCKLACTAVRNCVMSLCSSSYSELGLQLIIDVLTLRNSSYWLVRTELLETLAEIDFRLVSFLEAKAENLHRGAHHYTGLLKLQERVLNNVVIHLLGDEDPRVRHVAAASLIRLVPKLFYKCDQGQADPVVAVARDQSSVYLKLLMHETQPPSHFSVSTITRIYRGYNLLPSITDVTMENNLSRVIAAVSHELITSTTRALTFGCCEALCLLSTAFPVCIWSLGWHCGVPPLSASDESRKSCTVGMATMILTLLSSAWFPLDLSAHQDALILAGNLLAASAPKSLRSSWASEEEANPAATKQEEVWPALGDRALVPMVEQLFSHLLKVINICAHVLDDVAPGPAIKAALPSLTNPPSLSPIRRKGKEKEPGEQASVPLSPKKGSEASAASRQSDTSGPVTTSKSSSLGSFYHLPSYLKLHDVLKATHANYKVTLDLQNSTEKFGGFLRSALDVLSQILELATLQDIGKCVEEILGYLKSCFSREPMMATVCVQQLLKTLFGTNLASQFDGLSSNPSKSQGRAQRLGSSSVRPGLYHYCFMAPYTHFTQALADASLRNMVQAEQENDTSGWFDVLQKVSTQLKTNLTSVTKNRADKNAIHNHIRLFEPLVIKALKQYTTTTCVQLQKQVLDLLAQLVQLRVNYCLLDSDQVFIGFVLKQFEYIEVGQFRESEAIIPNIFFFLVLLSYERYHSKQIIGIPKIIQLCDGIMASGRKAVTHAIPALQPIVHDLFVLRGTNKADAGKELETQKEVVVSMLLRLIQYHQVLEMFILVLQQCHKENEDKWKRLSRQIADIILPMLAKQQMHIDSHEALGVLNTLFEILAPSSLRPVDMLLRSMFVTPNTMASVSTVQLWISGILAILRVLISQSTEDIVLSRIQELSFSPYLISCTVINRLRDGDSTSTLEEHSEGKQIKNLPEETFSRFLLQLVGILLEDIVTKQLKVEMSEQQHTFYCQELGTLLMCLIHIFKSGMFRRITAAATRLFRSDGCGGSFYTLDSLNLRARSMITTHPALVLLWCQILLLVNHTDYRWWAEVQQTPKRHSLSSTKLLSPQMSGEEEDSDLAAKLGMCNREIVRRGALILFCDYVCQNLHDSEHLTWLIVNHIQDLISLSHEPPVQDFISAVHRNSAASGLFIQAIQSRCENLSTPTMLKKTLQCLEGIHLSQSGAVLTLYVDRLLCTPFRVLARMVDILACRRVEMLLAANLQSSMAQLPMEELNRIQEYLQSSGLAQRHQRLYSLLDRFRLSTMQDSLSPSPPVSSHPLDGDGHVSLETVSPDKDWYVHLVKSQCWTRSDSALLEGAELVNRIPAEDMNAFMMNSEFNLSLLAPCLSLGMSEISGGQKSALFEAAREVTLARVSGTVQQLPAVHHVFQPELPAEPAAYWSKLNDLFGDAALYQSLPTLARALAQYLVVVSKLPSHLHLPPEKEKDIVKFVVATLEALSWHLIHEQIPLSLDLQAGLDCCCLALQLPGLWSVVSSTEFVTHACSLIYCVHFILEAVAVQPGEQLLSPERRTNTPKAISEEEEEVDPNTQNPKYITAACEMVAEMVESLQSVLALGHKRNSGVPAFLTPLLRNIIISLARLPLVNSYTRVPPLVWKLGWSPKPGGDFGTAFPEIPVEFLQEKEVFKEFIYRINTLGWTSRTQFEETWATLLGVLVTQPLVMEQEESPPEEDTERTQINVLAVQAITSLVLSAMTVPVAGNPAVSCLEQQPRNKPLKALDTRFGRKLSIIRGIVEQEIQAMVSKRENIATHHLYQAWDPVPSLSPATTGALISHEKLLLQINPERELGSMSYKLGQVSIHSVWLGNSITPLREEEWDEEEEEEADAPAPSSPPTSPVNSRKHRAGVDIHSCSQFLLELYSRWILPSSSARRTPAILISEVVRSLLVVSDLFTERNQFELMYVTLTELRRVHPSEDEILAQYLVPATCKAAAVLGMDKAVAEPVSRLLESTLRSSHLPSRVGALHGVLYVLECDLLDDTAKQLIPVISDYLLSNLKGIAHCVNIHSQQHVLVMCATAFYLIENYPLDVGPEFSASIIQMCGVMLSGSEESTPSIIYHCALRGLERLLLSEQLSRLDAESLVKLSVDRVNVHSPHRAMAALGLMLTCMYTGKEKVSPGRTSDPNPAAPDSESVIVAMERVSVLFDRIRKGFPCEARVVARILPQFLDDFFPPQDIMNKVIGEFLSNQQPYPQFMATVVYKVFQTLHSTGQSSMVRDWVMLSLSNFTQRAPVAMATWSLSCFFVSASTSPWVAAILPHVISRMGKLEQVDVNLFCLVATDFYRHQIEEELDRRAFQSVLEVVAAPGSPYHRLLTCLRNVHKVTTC
# * = called active by the depositor; i = inactive; / = not tested or not shown; & = joins results of further samples. Cut-off read from the data, not from the text of the source: active = inhibition above about 50%; inactive = the rest.
SMILES,Pf apPOL block,mHTT CaM bind
O=C(CCS(=O)(=O)c1ccc(Br)cc1)Nc1cccc2c1CCCC2,-6,1
O=C(CSc1nnnn1-c1cccc2ccccc12)Nc1ccccc1Cl,9,-8
O=C(c1ccc2nsnc2c1)N(Cc1ccccn1)Cc1ccco1,-3,-10
O=C(Nc1cccc(Cl)c1)c1ccc(NCc2ccco2)c([N+](=O)[O-])c1,2,7
O=C(Nc1ccc(F)cc1Cl)c1cc2n(n1)CCCN(Cc1ccc(F)cc1)C2=O,9,-1
CCOc1ccc(NC(=O)c2ccc(OC)c(I)c2)cc1,-2,-4
CC(=O)N(CC1CCCO1)C1(C(=O)NC2CCCCC2)CCCCC1 (centres undefined),-4,3
Cc1noc(-c2cccs2)c1C(=O)NCCc1ccc(F)cc1,-7,-9
Clc1ccc(-c2csc(Nc3ccccc3)n2)s1,-2,/
CC(C)(C)N1C(=O)C(c2ccccc2)SC1=NN=Cc1cccc([N+](=O)[O-])c1 (centres undefined),-6,/

# An excerpt from above in order of formula weight, ascending.
SMILES,Pf apPOL block,mHTT CaM bind
Clc1ccc(-c2csc(Nc3ccccc3)n2)s1,-2,/
O=C(Nc1cccc(Cl)c1)c1ccc(NCc2ccco2)c([N+](=O)[O-])c1,2,7
CC(C)(C)N1C(=O)C(c2ccccc2)SC1=NN=Cc1cccc([N+](=O)[O-])c1 (centres undefined),-6,/
CCOc1ccc(NC(=O)c2ccc(OC)c(I)c2)cc1,-2,-4
O=C(CCS(=O)(=O)c1ccc(Br)cc1)Nc1cccc2c1CCCC2,-6,1

# The list goes on:
SMILES,Pf apPOL block,mHTT CaM bind
COc1ccc(CN2CCN(Cc3ccc4c(c3)OCO4)CC2)cc1,-7,4
CCOc1ccccc1NC(=O)c1cc(S(=O)(=O)N2CC(C)CC(C)C2)ccc1F (centres undefined),-22,-7
COc1cccc(C(=O)N2CCN(Cc3noc4ccccc34)CC2)c1,-3,2
C=CCNCCCOc1ccc(C(C)C)c(C)c1,-4,-6
C=CCNS(=O)(=O)c1ccc(F)c(C(=O)Nc2cc(Cl)ccc2OC)c1,30,5
CCc1ccccc1NC(=O)N1c2ccccc2Sc2ccccc21,-1,-16
Cc1ccc2nc(NC(=O)C(C)(C)C)[nH]c(=O)c2c1,4,/
O=C(c1cccc(Cl)c1)N1N=C2CCCCCC2C1(O)C(F)(F)F (centres undefined),-4,-41
CCOCC(=O)Nc1ccc2c(c1)OCC(C)(C)C(=O)N2,1,-14
O=C(O)C1CC(=O)N(C2CCCCC2)C1 (centres undefined),5&-7,-11&0&-1
COc1ccc(N2C(=O)CC(N3CCC(C(=O)O)CC3)C2=O)cc1 (centres undefined),-6,-6
COc1ccc(-c2noc(C3CCCN3C(=O)c3ccncc3)n2)cc1 (centres undefined),1,3
COc1cc2nc(NC(=O)c3nc4ccccc4s3)sc2cc1OC,-6,-11
CCc1ccc(-c2cn3ccn(-c4ccccc4OC)c(=O)c3n2)cc1,0,-5
COc1ccc(C2=CC(c3ccccc3)SC(N)=N2)cc1 (centres undefined),/,11
O=C(C1CCC1)N1CCC(Oc2ccccc2)CC1,-6,-3
Cc1cc(F)ccc1NC(=O)c1csc2c1CCCC2,0,-5
Cc1oc(C2CCN(C(=O)c3ccc(F)c(Cl)c3)CC2)nc1C(=O)N1CCCC1,3,-5
CCOC(=O)c1cnc2nc(C)ccc2c1Nc1ccc(F)cc1F,-5,18
O=C(CSC1CCCC1)NCCn1nc(-c2cccs2)ccc1=O,-11,-14
C=CCc1cc(OC)ccc1OCCOCCn1cnc2ccccc2c1=O,-3,5
COc1ccc(-c2nc3s/c(=C\c4ccccc4[N+](=O)[O-])c(=O)n3n2)cc1,-6,-1
Cc1cccc(NC(=O)c2cnc(N3CCN(c4ncccn4)CC3)c3ccccc23)n1,-3,14
COCCCNC(=O)CCCN1C(=O)CCn2nc(C)cc21,-4,-5
O=C1NCCc2c1[nH]c1ccc(C#Cc3ccccc3)cc21,-31,97*
Nc1nc2n(n1)C(c1ccccc1)CC(c1ccc(Cl)cc1)N2 (centres undefined),-2,-8
CCCCOc1ccc(C2=N/C(=C\c3cccc(OC)c3)C(=O)O2)cc1,0,-1
CCOC(=O)C(C)NC(=O)NCCC1CCN(S(=O)(=O)c2ccccc2)CC1 (centres undefined),-2,35
N#Cc1cccnc1N1CCN(C(=O)COCC(=O)O)CC1,-37,/
COc1ccc2c(-c3ccccc3)cc3nnnn3c2c1,-6,-4
COc1ccc(CNC(=O)C2CCc3nc(N4CCN(C(C)=O)CC4)sc3C2)cc1 (centres undefined),-3,26
Cc1ccc(NC(=O)CCCn2nc(C)c([N+](=O)[O-])c2C)cc1C,-12,2
CCn1c(-c2ccc(S(=O)(=O)N3CCOCC3)cc2)csc1=Nc1ccc(C)c(Cl)c1,0,0
CCCN(C)C(=O)c1nc(N2CCCCC2)c2c(C)cc(C)nc2n1,-4,-13
CC(=O)N1CCc2cc(Br)cc(S(=O)(=O)NCc3ccc(C)cc3)c21,-2,0
O=C(NCCNc1ncc(C(F)(F)F)cc1Cl)C1=Cc2cc(Cl)ccc2OC1,-2,/
COc1ccc(C=C2Oc3c(ccc(O)c3CN3CCOCC3)C2=O)c(OC)c1,-1,1
C=CCN1C(=O)CNC12CCN(C(=O)c1ccc(C)cc1)CC2,1,5
CCC1Oc2ccc(Cl)cc2N(CC(=O)NCCC2=CCCCC2)C1=O (centres undefined),-12,-8
COc1ccc(NC(=O)C2CC(=O)N(c3ccc4c(c3)CCN4C(C)=O)C2)cc1F (centres undefined),-5,0
O=C(NCCCc1ccccc1)C1CCN(c2nccn3nc(-c4cccs4)cc23)CC1,-6,-1
O=C(O)c1cc(Cl)ccc1NS(=O)(=O)c1ccc(Br)c2nsnc12,1,5
CC(=O)N1CCN(C(=O)c2cnn(-c3ccccc3)c2C(F)(F)F)CC1,-3,3
CCCn1cnnc1C1CCCCN1C(=O)c1ccncc1 (centres undefined),-4,-4
CCC(C)(C(=O)NC1CCCC1)N(Cc1ccco1)C(=O)c1ccc(=O)[nH]c1 (centres undefined),-2,-5
COCCn1c(=N)c(C(=O)NCc2cccnc2)cc2c(=O)n3ccccc3nc21,-8,-6
CSc1ccc(C2SC(NC(C)=O)=NN2C(C)=O)cc1 (centres undefined),-7,-3
CC1CCN(C(=O)c2ccc(-c3ccc4c(c3)OCCO4)s2)CC1,0,-10
COc1ccc(OC)c(CNC(=O)C2CCCN(C(=O)c3cccc(C(F)(F)F)c3)C2)c1 (centres undefined),15,26
COc1ccc(C2C(C(=O)Nc3ccccc3)=C(C)Nc3ncnn32)cc1 (centres undefined),-4,5

# Single values from above:
# COCCn1c(=N)c(C(=O)NCc2cccnc2)cc2c(=O)n3ccccc3nc21 in Pf apPOL block is entered as -8
# O=C(NCCCc1ccccc1)C1CCN(c2nccn3nc(-c4cccs4)cc23)CC1 in Pf apPOL block is entered as -6
# CC(=O)N1CCN(C(=O)c2cnn(-c3ccccc3)c2C(F)(F)F)CC1 in mHTT CaM bind is entered as 3

# Remaining list, next part:
SMILES,Pf apPOL block,mHTT CaM bind
COc1cc2c(cc1OC)C(C(=O)N(C)c1ccc(Cl)cc1)C(c1cccnc1)N(C)C2=O (centres undefined),-7,12
O=C(NCCSc1c[nH]c2ccccc12)c1cccc(Br)c1,4,11
CCCCC(=O)Nc1nnc(N=Cc2ccccc2Cl)s1,1,-2
CC(=O)c1c(C)oc2ccc(NS(=O)(=O)c3cc(C)ccc3C)cc12,-2,6
O=C(NCCCSC1CCCCC1)C1CCCN(S(=O)(=O)N2CCCC2)C1 (centres undefined),-18,-1
CCc1nc(-n2cccc2)sc1C(=O)Nc1ccccc1,-7,-3
Cc1nnc2ccc(-c3noc(Cc4ccc(Cl)cc4)n3)cn12,1,19
Clc1cccc(Nc2nc3ccccc3nc2C=Cc2cccs2)c1,-12,/
N=C1C(c2nc3ccccc3c(=O)[nH]2)=C(O)CN1c1ccccc1,-4,4
O=C(Nc1ccc(C(=O)N2CCOCC2)cc1)C1CCCC1,-4,10
C=CCOc1ccc(C2N3CC4([N+](=O)[O-])CN2CC([N+](=O)[O-])(C3)C4(C)C)cc1 (centres undefined),-6,2
COc1ccc(C=C2Oc3c(ccc(O)c3CN3CCCCC3)C2=O)cc1,-12,-1
Fc1cccc(-c2noc(-c3ccc(NCC4CCCO4)nc3)n2)c1 (centres undefined),-2,0
CCOc1ccc(C(O)=C2C(=O)C(=O)N(Cc3cccnc3)C2c2ccccc2)cc1C (centres undefined),-8,9
O=C(Oc1ccc(-c2csnn2)cc1)c1ccc([N+](=O)[O-])o1,-2,/
CNC(=O)N1CCCC(c2cccc(C(=O)N3CCN(c4ccccc4C)CC3)c2)C1 (centres undefined),-7,39
O=C1CSC(c2ccc(Br)s2)N1c1ccc(Br)cc1 (centres undefined),-1,-30
OC12CC3CC(C1)C(N1CCN4CCCC4C1)C(C3)C2 (centres undefined),-13,-6
COc1ccc(Cl)cc1NC(=O)N1CCC(c2nc(C(=O)N3CCCC3)c(C)o2)CC1,1,0
CCC(=O)Nc1cc(-c2cc3ccc(OC)cc3n2CC)[nH]n1,-4,15
NC(=S)N/N=C/c1cccnc1,/,i
COc1ccc(CC(=O)Nc2c3c(nn2-c2cccc(C)c2C)CS(=O)(=O)C3)cc1OC,-2,3
NCCCCCCNc1nc2c(=O)[nH]cnc2n1C1OC(CO)C(O)C1O (centres undefined),/,-5
COc1ccccc1-c1coc2cc(O)cc(O)c2c1=O,-5&-8,13&13
NS(=O)(=O)c1ccc(CCNC(=O)Cc2ccccc2[N+](=O)[O-])cc1,8,8
C=CCN(C(=O)c1ccc2snnc2c1)c1ccccc1,-7,0
O=C(Nc1ccccc1)OC1CCCC(NC(=O)C2(c3ccccc3)CCOCC2)C1 (centres undefined),-5,-6
COc1ccc(C(=O)Nc2ccccc2C(=O)NCc2ccccc2)cc1OC,10,-5
CC1CC(C)CN(c2nc3c(c(=O)[nH]c(=O)n3C)n2CCSc2ncccn2)C1 (centres undefined),-3,-3
Cc1cc(C)n(CCc2nc3ccccc3[nH]2)n1,-4,6

# Quoted from the entries so far for reference:
SMILES,Pf apPOL block,mHTT CaM bind
COc1ccccc1-c1coc2cc(O)cc(O)c2c1=O,-5&-8,13&13
NS(=O)(=O)c1ccc(CCNC(=O)Cc2ccccc2[N+](=O)[O-])cc1,8,8
C=CCN(C(=O)c1ccc2snnc2c1)c1ccccc1,-7,0
O=C(Nc1ccccc1)OC1CCCC(NC(=O)C2(c3ccccc3)CCOCC2)C1 (centres undefined),-5,-6
COc1ccc(C(=O)Nc2ccccc2C(=O)NCc2ccccc2)cc1OC,10,-5
CC1CC(C)CN(c2nc3c(c(=O)[nH]c(=O)n3C)n2CCSc2ncccn2)C1 (centres undefined),-3,-3
Cc1cc(C)n(CCc2nc3ccccc3[nH]2)n1,-4,6

# Following part:
SMILES,Pf apPOL block,mHTT CaM bind
COc1cc(Cl)ccc1Nc1ncc(C(=O)Nc2ccc3c(c2)OCO3)c2ccccc12,-3,6
Cc1ccc(CNC(=O)C2(C)CCCN(C(=O)Nc3cccc(Cl)c3)C2)cc1 (centres undefined),-3,-3
O=C(CSc1nc2c(c(=O)n1-c1ccccc1)SCC2)Nc1ccc(Br)cc1,-10,11
CC(=O)NC(=Cc1ccoc1)C(=O)O,31,/
Cc1cc(NC(=O)N2CCC(c3nc4cccnc4n3C)C2)ccc1Br (centres undefined),-2,17
CCOc1cccc(CNC(=O)c2nc(C)n(C3CCN(C(C)=O)CC3)c2C)c1,-5,3
CC(=O)N1CCC(n2c(C)nc(C(=O)NCc3ccc(F)cc3)c2C)CC1,-3,8
CC(=O)Nc1ccc(C(=O)N2CCN(CC(O)c3cccs3)CC2)cc1 (centres undefined),-5,-8
COc1ccc(C(C)NC(=O)c2cn3c(n2)CCCC3)cc1 (centres undefined),-3,3
C=CCN1C(=O)SC(CC(=O)Nc2ccc(C)cc2[N+](=O)[O-])C1=O (centres undefined),-10,-8
COc1cccc(C(=O)Nc2nnc(C3CC(=O)N(c4ccccc4)C3)o2)c1 (centres undefined),2,0
Cc1cc(N(C)C)nc(-c2ccccc2)n1,0,-9
O=C1c2ccccc2C(=O)N1CN(C(=O)C(F)(F)F)c1ccc(I)cc1,-1,-2
O=C1OC(c2ccccc2Br)=N/C1=C\c1cccs1,-7,7
CC(C)(Oc1ccc(Cl)cc1)C(=O)N1CCN(CC(O)c2cccs2)CC1 (centres undefined),-4,33
COc1ccc(NC(=O)C2CCN(c3nnc4ccccn34)CC2)cc1Cl,-4,1
CNC(=O)Nc1ccc(C(=O)O)cc1,-7,-4
O=C(Nc1ccc(Cl)cc1Cl)[C@@H]1CC=C[C@@H]2CCN(Cc3ccccc3)C(=O)[C@@H]21,-3,8
CCN(CC)c1nc2n(c(=O)n1)CCO2,7,-4
CCCc1nnsc1C(=O)Nc1cccc2ccc(OC)nc12,-2,-14
Cn1c(SCC(=O)N2CCN(c3ccccc3)CC2)nc2sc3c(c2c1=O)CCCC3,-3,0
COc1ccc(Cl)cc1NC(=O)C(=O)NCc1ccncc1,-4,-6
CC1=CC(c2ccccc2)n2nc(NC(=O)c3ccc([N+](=O)[O-])cc3)nc2N1 (centres undefined),2,12
CC12CS(=O)(=O)CC1SC(N)=N2 (centres undefined),-3,/
NS(=O)(=O)c1ccc(CNS(=O)(=O)c2ccc(F)cc2)cc1,-3,1
COC(=O)COc1ccc2cc(-c3ccc(OC)c(OC)c3)c(=O)oc2c1,0,-7
COc1ccc(NC(=O)C(Cc2ccccc2)N2C(=O)c3ccccc3C2=O)cc1 (centres undefined),-6,8
CC(=O)C(Sc1nnc(NC(=O)C2CC(=O)N(c3ccccc3)C2)s1)C(=O)N(C)C (centres undefined),4,-7
COc1ccc(NC(=O)N2CCCCCC2c2ccc(C)s2)c(OC)c1 (centres undefined),-1,27
CC1SC(C)C(=O)N(CC(=O)Nc2ccc(OC(F)(F)F)cc2)C1=O (centres undefined),1,-10
N/C(=N\OC(=O)Cc1ccc(-c2ccccc2)cc1)c1ccccn1,0,i
Cc1c(C(=O)Nc2nc3ccccc3s2)cccc1[N+](=O)[O-],-1,3

# 2 entries from above, with each value named:
Cc1ccc2nc(NC(=O)C(C)(C)C)[nH]c(=O)c2c1
  Pf apPOL block: 4
  mHTT CaM bind: /

O=C(c1cccc(Cl)c1)N1N=C2CCCCCC2C1(O)C(F)(F)F (centres undefined)
  Pf apPOL block: -4
  mHTT CaM bind: -41

# Not all compounds are listed, so the mix of outcomes need not match the whole.
